DT40 TDP1 no CPT: qHTS for Inhibitors of human tyrosyl-DNA phosphodiesterase 1 (TDP1): qHTS in cells in absence of CPT; DT40 Tdp1-/- hTDP1 cells, no CPT, ATP luminescence, 48 h; Potency, µM (highest dose often 46.2 µM), inactives show top-dose activity change, negative = growth inhibition, most hits filed as inhibitors; hit rate 15% among 420,000; further: nearly all actives have a fitted effect of over 55% in size
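Compound effects on proliferation are scored in DT40 Tdp1-/-;hTDP1 cells in the absence of CPT. ATP levels (CellTiter-Glo luminescence) are recorded after a ≥48 hr, 37 °C incubation.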
TDP1 block: blocks human tyrosyl-DNA phosphodiesterase 1; AID 485290; Potency, µM (top dose mostly 130 µM), without a hit: at the highest dose activity change, negative = inhibition, hits mostly inhibitors; hit rate 0.28% among 350,000; recombinant TDP1, AlphaScreen DNA substrate cleavage; Q9NUW8; further: nearly all actives have a fitted effect of over 40% in size
Target sequence (Q9NUW8 whole entry, looked up): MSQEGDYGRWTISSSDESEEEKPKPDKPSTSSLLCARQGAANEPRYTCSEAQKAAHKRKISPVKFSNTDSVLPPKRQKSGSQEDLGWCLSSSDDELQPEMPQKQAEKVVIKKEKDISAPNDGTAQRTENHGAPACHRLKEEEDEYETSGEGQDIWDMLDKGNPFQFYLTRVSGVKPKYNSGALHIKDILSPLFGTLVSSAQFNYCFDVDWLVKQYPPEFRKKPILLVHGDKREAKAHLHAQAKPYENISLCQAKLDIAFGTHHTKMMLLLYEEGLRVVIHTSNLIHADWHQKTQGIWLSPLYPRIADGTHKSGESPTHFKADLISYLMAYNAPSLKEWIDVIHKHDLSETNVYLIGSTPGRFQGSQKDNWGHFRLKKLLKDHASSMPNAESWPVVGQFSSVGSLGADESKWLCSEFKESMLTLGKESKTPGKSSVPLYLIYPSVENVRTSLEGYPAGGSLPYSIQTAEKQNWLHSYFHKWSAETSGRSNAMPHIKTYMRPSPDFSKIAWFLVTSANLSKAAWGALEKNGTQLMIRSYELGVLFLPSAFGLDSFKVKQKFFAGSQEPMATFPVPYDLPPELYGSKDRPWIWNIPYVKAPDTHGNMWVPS
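Enzyme-compound mixtures sat 15 min at room temperature, followed by a 5 min reaction with 15 nM final substrate and 10 min with AlphaScreen beads. Recombinant human Tdp1 was used at 1 nM final.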
DT40 TDP1 CPT: DT40-hTDP1 cell growth loss with CPT; chicken DT40 Tdp1-/-;hTDP1 cells + 20 nM CPT, ATP luminescence, 48 h; Potency, µM (titrated, usually from 46.2 µM), without a hit: at the highest dose activity change, negative = growth inhibition, most hits filed as inhibitors; hit rate 12% among 420,000; further: nearly all actives have a fitted effect of over 55% in size
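Chicken DT40 Tdp1-/- cells stably complemented with human TDP1 were seeded at 400 cells/well in medium containing 20 nM camptothecin, exposed to pin-transferred compounds, and grown at 37 °C for at least 48 hr. Viability was read as ATP luminescence.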
* hit, by the source's call; u = inconclusive; x = not tested or not shown; & = joins results of further samples; [ ] = dose if it differs, or a comment. The call rests on the fitted dose curve; in most records, active means well fitted curve in the direction sought with a large enough effect; inconclusive means small, poorly fitted or top-dose-only effect, or another doubt; inactive means no such curve, though single readings can be large; an effect the other way counts as inactive or inconclusive. On the % scale 0 is the no-effect control and ±100 the full control effect; potency means the concentration at half of the fitted maximal effect. Hits appear at their usual frequency, and some 18% of all compounds hit somewhere here.

The opening 2 records (preview)
Fields: DT40 TDP1 no CPT | TDP1 block | DT40 TDP1 CPT
> CC(=O)c1cccc(NC(=O)c2ccc3ccccc3c2)c1
→ -22.5% | x | -29.8%
> Cc1c(C(=O)Nc2cccc(N(C)S(C)(=O)=O)c2)cccc1[N+](=O)[O-]
→ -19.7% | x | -22.7%

The whole of this part, previewed entries included:
Fields: DT40 TDP1 no CPT | TDP1 block | DT40 TDP1 CPT
> CC(=O)c1cccc(NC(=O)c2ccc3ccccc3c2)c1
→ -22.5% | x | -29.8%
> Cc1c(C(=O)Nc2cccc(N(C)S(C)(=O)=O)c2)cccc1[N+](=O)[O-]
→ -19.7% | x | -22.7%
> COCCCNC(=O)c1ccc2c(c1)nc(C)n2-c1cccc(C)c1
→ -27.1%&-29.5% | 10.4% | 0.0%&-9.3%
> O=C(CSc1nnc2ccccn12)NC(=O)c1ccccc1Cl
→ 3.2% | 25.1µM* | -16.4%
> COc1ccc(C(=O)c2sc(Nc3ccc(NC(C)=O)cc3)nc2C)cc1
→ 16.4µM* | x | 29.1µM*
> CC(C)(C)C(=O)Nc1cc2c3c(c1)CCC(=O)N3CCC2
→ -1.4% | 3.8% | 7.6%
> NS(=O)(=O)c1ccc(CCNC(=O)c2ccc3nc4ccc(Cl)cc4c(=O)n3c2)cc1
→ u | 7.1% | -24.5%
> Cc1ccc(N2C(=O)CC(NCC3CCCO3)C2=O)cc1 (stereo not drawn)
→ 3.6% | 7.2% | 1.2%
> c1cnc(Oc2ccc3oc4ccccc4c3c2)nc1
→ -24.0% | 1.1% | -29.9%
> c1ccc(CCc2nn3c(Cn4cnc5ccccc54)nnc3s2)cc1
→ 18.4µM* | -2.6% | 18.4µM*
> O=C(c1ccc(Cl)c([N+](=O)[O-])c1)N1CCN(Cc2ccc3c(c2)OCO3)CC1
→ u | 3.7% | -29.5%
> C=CCC[C@@H](Cc1ccc(F)cc1)C(=O)OC[C@H](C)NC(=O)[C@@H](CC=C)CC(=O)N(CCO)Cc1ccccc1
→ 20.6µM* | -7.0% | u
> CCOC(=O)c1c(NC(=O)CN2CCN(C(=O)c3ccco3)CC2)sc(C(N)=O)c1C
→ 18.4µM* | 4.9% | -28.2%
> C[C@@H]1CN([C@@H](C)CO)C(=O)c2cc(NC(=O)C3CCCCC3)ccc2O[C@@H](C)CCCCO[C@H]1CN(C)S(=O)(=O)c1ccc(Cl)cc1
→ u | x | u
> Cc1ccc(CNC(=O)C(=O)NCC2OCCN2C(=O)c2cccs2)cc1 (stereo not drawn)
→ 10.8% | 1.1% | 4.5%
> CCOC(=O)CS(=O)(=O)c1ccc2ccccc2c1
→ -1.0% | 2.3% | 10.6%
> O=C(NC(=S)Nc1ccccc1[N+](=O)[O-])c1ccccc1Cl
→ -29.4% | x | -4.3%
> O=C(NCc1nnc(SCC(=O)N2CCCC2)o1)c1ccccc1
→ 6.8% | 3.5% | 2.2%
> CCOC(=O)CN1C(=O)C(Sc2n[nH]c(-c3ccc(C)cc3)n2)CCc2ccccc21 (stereo not drawn)
→ u | 7.0% | u
> Cc1ccc(NC(=O)CN2C(=O)CCc3ccccc32)cc1C
→ u | 5.2% | u

Fields: DT40 TDP1 no CPT | TDP1 block | DT40 TDP1 CPT
> COc1ccccc1-c1cn[nH]c1-c1ccc(O)cc1O
→ u | x | u
> CCOCCn1ccc2c(OCC(=O)Nc3ccccc3OC)cccc2c1=O
→ u | 4.0% | u
> C[C@@H]1CN([C@@H](C)CO)S(=O)(=O)c2ccc(Br)cc2O[C@@H]1CN(C)Cc1ccccn1
→ u | x | u
> O=C(O)/C=C/c1ccc(-c2cccc(C(F)(F)F)c2)o1
→ 20.4% | -2.7% | -6.6%
> O=C(/C=C/Nc1ccccc1)c1ccc(Oc2ncccn2)cc1
→ -21.6% | 4.8% | u
> O=C(Nc1ccccc1)P(=O)(O)c1ccccc1
→ -1.9% | x | -1.4%
> COc1cccc(C(=O)NCc2ccc3c(c2)OCO3)c1
→ 2.5% | x | -2.9%
> Cc1csc2nc(CNS(=O)(=O)c3ccc(-c4ccccc4)cc3)cn12
→ 18.4µM* | 2.6% | u
> Cc1c(C)n(Cc2ccccc2)c2ccc(C(=O)O)cc12
→ -14.1% | x | 5.7%
> CC1(C)C(=O)C2(CCCCC2)C(=O)OC1c1cccn1-c1ccc([N+](=O)[O-])cc1 (stereo not drawn)
→ u | 2.3% | u
> O=C(C1CCN(S(=O)(=O)c2ccc3ccccc3c2)CC1)N1CCN(c2ncccn2)CC1
→ u | 0.0% | u
> O=C(Nc1cccc(-n2cnnn2)c1)c1ccccc1Br
→ 0.2% | -2.1% | -16.3%
> COc1cc(OC)cc(-c2n[nH]c(=S)n2-c2ccc3c(c2)OCO3)c1
→ 6.8% | 5.6% | 22.3%
> Cc1ccccc1CN1C(=O)c2ccccc2Sc2ccc(C(=O)NCCN3CCOCC3)cc21
→ 23.1µM* | 6.9% | u
> CCCCC/C=C/C1=CC(=O)C[C@H](c2ccc(Cl)cc2)C1
→ -26.2% | -9.3% | u
> CSc1nn(CCc2ccncc2)c(=S)s1
→ u | 8.2% | u
> CC(C)CN(/C=N/c1sc2c(c1C#N)CCCCC2)CC(C)C
→ 14.6µM* | -2.0% | 20.6µM*
> Cc1cc(C(=O)CN2C(=O)NC3(CCCCCC3)C2=O)c(C)n1C
→ -19.5% | 4.4% | -21.6%
> Cc1cc2c(cc1S(=O)(=O)N(C)c1ccccc1)NC(=O)CO2
→ -3.8% | -1.3% | -21.9%
> O=C(CN1C(=O)NC2(CCc3ccccc32)C1=O)c1ccc2c(c1)OCCO2 (stereo not drawn)
→ u | 4.7% | u

Fields: DT40 TDP1 no CPT | TDP1 block | DT40 TDP1 CPT
> O=C(Nc1ccc(-c2csc(Nc3ccc(Cl)cc3)n2)cc1)c1cc([N+](=O)[O-])cc(C(F)(F)F)c1
→ u | 5.9% | -27.0%
> O=C1CCC(C(=O)OC(C(=O)Nc2ccc([N+](=O)[O-])cc2Br)c2ccccc2)=NN1 (stereo not drawn)
→ -27.0% | 2.0%[56.1 µM] | u
> O=C(NCCC(=O)N1CCN(Cc2c(F)cccc2Cl)CC1)c1ccc(Cl)cc1
→ u | 0.6%[56.1 µM] | u
> CC(=O)Nc1ccc(S(=O)(=O)N2CCN(C(=O)c3cccnc3)CC2)cc1
→ -19.8% | 0.0% | -11.0%
> COc1cccc(NC(=O)N2CCC(NC(=O)c3ccco3)CC2)c1
→ -4.3% | 1.7% | 2.3%
> COc1ccc(C2NC(=O)NC(C)=C2C(=O)OCc2ccc3c(c2)OCO3)cc1OC (stereo not drawn)
→ u | 2.5% | u
> CCOC(=O)C1CCN(C(=O)COc2ccc(Cl)cc2)CC1
→ -11.6% | 5.8% | -7.4%
> Cc1cccc(N(C)S(=O)(=O)c2c[nH]c3ccc([N+](=O)[O-])cc23)c1
→ u | 6.1% | u
> O=C(Nc1ccccc1Cl)NC1(C(=O)NCc2cccnc2)CCCCC1
→ -9.5% | x | -18.1%
> CCCNC(=O)CSCc1nc(-c2ccc(SC)cc2)oc1C
→ u | 2.5% | u
> CCC1(C)CC(=O)NC1=O (stereo not drawn)
→ -2.6%&-12.5% | 6.9%&10.2%[56.1 µM] | -6.8%&-0.9%
> COc1ccc(-c2nn(CCC#N)cc2C(=O)Nc2cccc(C(=O)O)c2)cc1[N+](=O)[O-]
→ 12.1% | 13.7% | 6.9%
> COc1cccc(-n2nnc3c(=O)n(Cc4c(F)cccc4Cl)cnc32)c1
→ -16.3% | 2.6% | -7.9%
> CCc1cccc(NC(=O)COC(=O)c2ccccc2OCc2ccccc2Br)c1
→ u | x | u
> O=C(O)Cc1ccc(NC(=O)Nc2cccc(Cl)c2)cc1
→ -2.5% | 4.8% | -0.1%
> COC(=O)[C@@H]1C[C@@]2(O)[C@@H](O)[C@@H](O)[C@@H](O)C[C@H]2N1Cc1ccc(Cl)cc1
→ 3.5% | 8.7%&-1.2% | 7.2%
> O=C(O)c1cc(-c2ccc3c(c2)OCO3)nc2ccc(Cl)cc12
→ -1.9% | 5.6% | -3.2%
> Cc1csc2nc(-c3cccc(NC(=O)c4cccc(F)c4)c3)cn12
→ 18.4µM* | 5.4% | 18.4µM*
> CC1CCCC(NC(=O)COC(=O)c2ccc(N(C)C)cc2)C1C (stereo not drawn)
→ -24.5% | -2.3% | u
> COc1ccccc1N1CCN(CC(O)COc2ccc(C)cc2C(C)(C)C)CC1 (stereo not drawn)
→ 18.4µM* | 6.5% | u

Fields: DT40 TDP1 no CPT | TDP1 block | DT40 TDP1 CPT
> O=C(NC(Cc1c[nH]c2ccccc12)c1nnc2n1CCCCC2)c1cccs1 (stereo not drawn)
→ -11.1% | 6.2% | -0.3%
> CCc1cccc2c(C(=O)COC(=O)c3ccc([N+](=O)[O-])s3)c[nH]c12
→ 11.0% | 8.2% | -29.3%
> CC(=O)Nc1cccc(NC(=O)COC(=O)C2CC3CCCC(C2)C3=O)c1 (stereo not drawn)
→ -8.5% | 4.0% | -17.5%
> COc1ccccc1CNC(=O)Cn1c(=O)oc2ccccc21
→ -19.3% | 2.9% | -0.6%
> O=C(Nc1ccc(NC(=O)C23CC4CC(CC(C4)C2)C3)cc1)c1cc(F)c(F)cc1Cl
→ 13µM* | 3.4% | u
> O=C(O)CC12CC3CC(C1)CC(n1ncc(NCc4ccc(F)cc4)c(Cl)c1=O)(C3)C2
→ 4.3% | 2.6% | 2.9%
> COc1cc(OC)c(-c2nnc(-c3ccc(OC)c(OC)c3OC)o2)cc1OC
→ 12.6µM* | 4.1% | 14.1µM*
> COC(=O)C1=C(C)NC(=O)C1(NC(=O)c1cccnc1)C(F)(F)F (stereo not drawn)
→ 19.7% | 4.5%[56.1 µM] | 5.3%
> CCN1CCN(CC(=O)Nc2ccc(C)cc2C)C(=O)C1=O
→ -13.1% | 1.3% | 13.3%
> CC1(C(=O)NCc2cccs2)CCN1C(=O)Cc1cccc2ccccc12 (stereo not drawn)
→ 16.4µM* | x | 29.1µM*
> O=S(=O)(c1ccc(-c2csc(-c3cccnc3)n2)cc1)N1CCOCC1
→ u | 2.3% | -13.2%
> CC1CCCC(NC(=O)COC(=O)c2cccc(S(=O)(=O)N3CCCCC3)c2)C1C (stereo not drawn)
→ -1.9% | -4.4% | -3.5%
> CCOc1ccccc1NC(=O)CCc1nnc2ccc(N3CCC4(CC3)OCCO4)nn12
→ u | 6.1% | 2.9%
> O=C(Nc1cc(C(F)(F)F)ccc1-n1cncn1)C1CC1
→ -11.5% | -1.4% | 1.8%
> CNC(=O)CSCc1cnn(-c2ccccc2)c1-n1cccc1
→ -16.7% | 8.0% | 5.8%
> COc1cc(NC(=O)c2ccc(-c3cccnc3)c3ccoc23)cc(OC)c1OC
→ 6.51µM* | x | 13µM*
> O=C(NN=Cc1ccccc1O)C(O)c1ccccc1 (stereo not drawn)
→ 20.6µM* | x | u
> CC(=O)Nc1ccc(NC(=O)c2c(C)nn(-c3ccccc3)c2Cl)cc1C
→ -10.5% | 0.0% | -3.0%
> C=CCN(c1ccccc1)S(=O)(=O)c1cccc(C(=O)Nc2nnc(SCC)s2)c1
→ u | 3.0% | u
> COc1ccccc1NC(=O)c1ccc(C(=O)c2ccccc2)o1
→ u | 5.5% | u

Fields: DT40 TDP1 no CPT | TDP1 block | DT40 TDP1 CPT
> CCCCNC(=S)Nc1cccc(S(=O)(=O)NC2=NCCC2)c1
→ -6.6% | x | -11.2%
> CCOC(=O)C1CCN(C(=O)CC2(CC(=O)O)CCCC2)CC1
→ 3.8% | x | 12.8%
> CC(=O)C(Sc1ccc2nnc(-c3ccncc3)n2n1)C(C)=O
→ u | 5.2% | -12.7%
> O=C(NC1CCN(S(=O)(=O)c2cccc([N+](=O)[O-])c2)CC1)C1CCCCC1
→ -10.5% | -8.8% | 7.0%
> COc1ccc(CCNC(=O)CSc2nc(C)nc3c2oc2ccccc23)cc1OC
→ u | 1.0% | u
> CCC(=O)Nc1ccc(Cl)c(NC(=S)NC(=O)COc2ccc(Cl)cc2)c1
→ -30.8% | 5.3% | -21.2%
> CCOc1ccc(CC(=O)NNC(=S)NC)cc1
→ u | 1.4% | 9.5%
> C#CCOCCOCCOCCNc1nc(N2CCOCC2)nc(N2CCN(C(=O)[C@H](CCCCN)n3cc(CN)nn3)CC2)n1
→ 10.8% | 5.5% | -21.9%

Four of the compounds above, in markdown:
| structure | DT40 TDP1 no CPT | TDP1 block | DT40 TDP1 CPT |
| --- | --- | --- | --- |
| O=C(NCc1nnc(SCC(=O)N2CCCC2)o1)c1ccccc1 | 6.8% | 3.5% | 2.2% |
| O=C(Nc1ccccc1Cl)NC1(C(=O)NCc2cccnc2)CCCCC1 | -9.5% | x | -18.1% |
| CSc1nn(CCc2ccncc2)c(=S)s1 | u | 8.2% | u |
| O=C(C1CCN(S(=O)(=O)c2ccc3ccccc3c2)CC1)N1CCN(c2ncccn2)CC1 | u | 0.0% | u |

Compound activity from PubChem.
